Assay outcomes: PubChem BioAssay, several laboratories
SMARCA2 act – activators of SMARCA2 function. MG213 cells, MMTV-luciferase reporter, dexamethasone, overnight. activation, % at 9.1 µM. hit rate 1% among 370,000. AID 652017; in the data active = activation above about 7.8%;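 also: 0% = vehicle wells and 100% = reference activator wells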
PG9 binder – PG9 antibody binding by small molecule. TR-FRET gp120-PG9 antibody binding. inhibition, % at 6.7 µM. hit rate 0.43% among 360,000. AID 624416; in the data active = inhibition above about 8.5%
PLC-beta3 inh – inhibitors of human phospholipase C beta3; Q01970; Purified PLC-beta3, fluorogenic substrate, fluorescence; inhibition, % at 12.2 µM; hit rate 0.18% among 370,000; AID 720704; in the data active = inhibition above about 11%;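 also: 0% = median of compound wells on plate and 100% = full blocker control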
Target sequence (Q01970 whole entry, looked up): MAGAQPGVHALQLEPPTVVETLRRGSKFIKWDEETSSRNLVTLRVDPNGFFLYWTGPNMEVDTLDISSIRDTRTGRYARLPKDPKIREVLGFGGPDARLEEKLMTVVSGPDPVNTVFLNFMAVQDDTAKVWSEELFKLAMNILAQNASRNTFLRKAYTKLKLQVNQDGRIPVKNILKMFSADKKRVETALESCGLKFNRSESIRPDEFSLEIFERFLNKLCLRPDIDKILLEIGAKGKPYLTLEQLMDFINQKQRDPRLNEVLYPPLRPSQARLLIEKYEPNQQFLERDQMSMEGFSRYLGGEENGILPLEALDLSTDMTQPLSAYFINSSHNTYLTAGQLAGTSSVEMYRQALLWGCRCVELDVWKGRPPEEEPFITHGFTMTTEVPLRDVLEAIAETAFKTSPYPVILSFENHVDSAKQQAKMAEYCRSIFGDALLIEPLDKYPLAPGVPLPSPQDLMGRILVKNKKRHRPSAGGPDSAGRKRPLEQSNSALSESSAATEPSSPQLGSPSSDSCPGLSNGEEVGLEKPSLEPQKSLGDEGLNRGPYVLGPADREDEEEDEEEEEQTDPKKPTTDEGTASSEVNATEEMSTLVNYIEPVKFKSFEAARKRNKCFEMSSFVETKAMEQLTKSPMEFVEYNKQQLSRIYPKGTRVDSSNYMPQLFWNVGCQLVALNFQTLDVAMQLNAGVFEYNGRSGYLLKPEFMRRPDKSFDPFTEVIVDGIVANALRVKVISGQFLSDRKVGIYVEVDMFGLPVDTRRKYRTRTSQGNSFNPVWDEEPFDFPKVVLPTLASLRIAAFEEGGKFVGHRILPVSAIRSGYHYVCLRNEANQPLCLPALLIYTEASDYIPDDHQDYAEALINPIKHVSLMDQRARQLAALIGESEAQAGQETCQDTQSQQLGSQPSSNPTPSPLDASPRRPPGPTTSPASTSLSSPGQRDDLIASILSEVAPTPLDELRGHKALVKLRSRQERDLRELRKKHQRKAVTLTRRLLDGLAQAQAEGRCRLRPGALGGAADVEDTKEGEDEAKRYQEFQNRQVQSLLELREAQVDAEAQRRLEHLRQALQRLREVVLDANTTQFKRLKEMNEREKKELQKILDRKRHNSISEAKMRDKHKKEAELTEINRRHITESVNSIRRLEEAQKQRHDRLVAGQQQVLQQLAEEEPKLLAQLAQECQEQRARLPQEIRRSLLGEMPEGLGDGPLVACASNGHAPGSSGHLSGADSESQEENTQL
NR1D1 modulator – modulates human Rev-erb alpha binding to DNA; P20393; Rev-erbα–FITC-DNA binding, fluorescence polarization, 90 min; activity, % at 10 µM; hit rate 0.79% among 370,000; AID 1259318;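 active = activity above about 14%, limit read from the data; passing the limit was not always enough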;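 also: 0% = DMSO wells with 35 nM protein and 100% = DMSO wells with 750 nM protein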
HGIII-sPLA2 inh – Inhibits HGIII-sPLA2 liposome hydrolysis, primary screen | Q9NZ20 | QFRET BODIPY PC-A2 liposome hydrolysis, fluorescence | inhibition, % at 12.2 µM | hit rate 0.56% among 370,000;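 active = inhibition above mean plus 3 SD of compounds lying within the high and low control bounds, cut at about 19% in these data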;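 also: 0% = median of test compound wells and 100% = no enzyme DMSO wells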
DAX1 inh-1 – inhibits human nuclear receptor DAX1. P51843. HEK293 Gal4-DAX1 luciferase reporter, luminescence. inhibition, % at 6.75 µM. hit rate 0.99% among 340,000. AID 504766;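 active = inhibition above the mean over all tested compounds plus 3 SD, cut at about 4.2% in these data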;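 also: 0% = DAX1-transfected cells with DMSO and 100% = empty-vector control cells with DMSO; inhibition shows as a rise in luminescence from relieved DAX1 repression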
hgDAF-12 ag – hgDAF-12 agonism, primary luciferase screen; HEK293 GAL4-hgDAF12 UAS-luciferase reporter, agonist luminescence; normalized to butyrate control; activation, % at 6.8 µM; hit rate 1.8% among 370,000;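 active = activation above a cutoff set at the mean of all screened compounds plus 3 SD, cut at about 10% in these data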;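 also: 0% = DMSO wells and 100% = sodium butyrate wells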
DAX1 inh-2 – blocks DAX1 repression of SF-1 activated StAR promoter; AID 652010; hit rate 1.1% among 370,000; HEK293T StAR-luciferase reporter, SF-1/DAX-1 repression relief; inhibition, % at 6.8 µM;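 active = inhibition above the mean over all tested compounds plus 3 SD, cut at about 3.6% in these data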;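 also: 0% = DAX-1 cells with DMSO and 100% = cells lacking DAX-1 with DMSO; higher inhibition means more luminescence from relief of DAX-1 repression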
ssDAF12 agonist – activators of S. stercoralis DAF-12 nuclear receptor | hit rate 1% among 370,000 | activation, % at 6.8 µM | HEK293 ssDAF-12/GRIP1 lit1-tk-luc reporter, luminescence; % of 3 µM dafachronic acid response | AID 652126;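 active = activation above the mean over all tested compounds plus 3 SD, cut at about 0.9% in these data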;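 also: 0% = DMSO-only wells and 100% = 3 µM delta7-dafachronic acid wells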
hcDAF-12 act – activators of H. contortus DAF-12 nuclear receptor. HEK293 hcDAF-12 lit1-tk-luc reporter, luminescence; 0% DMSO, 100% Δ7-dafachronic acid. activation, % at 6.8 µM. hit rate 1.4% among 370,000. AID 652067;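 active = activation above the mean of all tested compounds plus 3 SD, cut at about 5.5% in these data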;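 also: 100% = response to 3 µM Δ7-dafachronic acid high control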
FXN GAA850 act – increases GAA850 frataxin promoter reporter activity | HEK293 lucGAA850 FXN promoter luciferase reporter, 24 h; percent of 10 µM SAHA response | hit rate 0.56% among 360,000 | activation, % at 6 µM;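 active = activation above the average of all compounds screened plus 3 SD, cutoff fixed separately per campaign, cut at about 7.5% in these data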;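 also: 0% = DMSO wells and 100% = 10 µM SAHA wells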
The depositor's hits bear a star; . = no result given.

Value order – SMARCA2 act | PG9 binder | PLC-beta3 inh | NR1D1 modulator | HGIII-sPLA2 inh | DAX1 inh-1 | hgDAF-12 ag | DAX1 inh-2 | ssDAF12 agonist | hcDAF-12 act | FXN GAA850 act
- CCOc1ccc(Oc2ccc(C(F)(F)F)cc2N)cc1
  0.5 | 1.6 | 0.6 | 2.9 | 12.1 | -0.8 | 6.7 | 0.9 | -0.8 | 0.8 | 4.0
- O=C(COC(=O)c1ccc(S(=O)(=O)N2CCCC2)cc1)Nc1cccnc1Cl
  2.4 | 1.2 | 1.0 | 3.5 | 2.7 | 0.3 | 0.1 | 0.1 | -1.0 | -1.6 | -0.7
- COc1cc2[nH]c(=S)nc(NCc3cccs3)c2cc1OC
  0.8 | -1.7 | -1.4 | -0.2 | 4.5 | 0.9 | -3.9 | 0.7 | -1.2 | 0.1 | -2.1
- CC(=O)Nc1ccc(OC(=O)c2cc3cc(Br)ccc3oc2=O)cc1
  -0.3 | 0.1 | 3.2 | -2.0 | 1.5 | -0.4 | -1.3 | -0.1 | -0.6 | 0.4 | -1.6
- COc1ccc(C)cc1S(=O)(=O)Nc1cccc(-c2ccc(N3CCCCCC3)nn2)c1
  0.9 | 0.3 | -19.9 | 0.2 | -20.4 | 0.0 | 3.0 | 0.2 | -1.7 | -3.5 | 2.1
- COc1ccc(NC(=O)C(NC(=O)Cc2cccs2)c2ccccc2)cc1 (stereo not drawn)
  -1.6 | -0.6 | 1.1 | -3.4 | -7.3 | -2.3 | -1.2 | 0.2 | -1.1 | 0.1 | -2.8
- COc1ccc(-c2[nH]ncc2CN(C)Cc2c(C)n[nH]c2C)c(OC)c1
  -0.4 | -0.6 | -8.8 | -4.3 | -1.7 | -1.2 | -3.0 | 0.2 | -1.7 | -0.7 | -0.4
- CCc1ccc(OCC(O)CN2CCCC2)cc1 (stereo not drawn)
  4.0 | -1.7 | -1.9 | 0.9 | -5.9 | 0.5 | -2.3 | -0.3 | -0.2 | -2.6 | -0.2
- CC1=Nn2c(nnc2-c2cccs2)SC1
  4.0 | -0.9 | 4.9 | -0.4 | 12.8 | 1.9 | -0.6 | -0.1 | -0.4 | -1.2 | -2.0
- COc1ccc(-c2cn(-c3ccc(C)cc3)c(=O)n2CC(=O)Nc2ccc(OC)cc2OC)cc1
  8.8* | -1.7 | 2.3 | -2.3 | -13.4 | 1.4 | -3.2 | -0.5 | 0.7 | 1.2 | -0.2
- CC1=CC(c2ccccc2)NC(=S)N1 (stereo not drawn)
  -1.2 | 0.4 | 1.3 | -5.9 | 3.5 | -0.1 | -1.2 | -0.4 | -0.9 | 1.1 | 1.2
- COCCNC(=O)c1ccc(NC(=O)C2(c3ccccc3)CCCC2)cc1
  0.5 | -0.9 | -3.6 | -2.8 | 1.1 | 0.6 | -2.7 | 0.5 | -1.4 | -0.9 | 2.0
- CSCCC1NC(=O)C(C(C)=NNC(N)=O)=C1O (stereo not drawn)
  1.5 | -1.5 | -7.8 | -0.9 | 6.0 | 1.0 | 0.7 | 0.8 | -0.9 | 0.6 | -1.9
- CC1Cc2ccccc2N1C(=O)CSc1nnc2sc3ccccc3n12 (stereo not drawn)
  -0.6 | -0.3 | -0.7 | -1.0 | -8.5 | -0.1 | -1.9 | -1.1 | -1.9 | -1.9 | -1.2
- Cc1cc(OCc2cccc(Cl)c2)c(C)cc1CN1CCOCC1
  -4.8 | 0.2 | 0.5 | -1.6 | 0.3 | -0.2 | 3.3 | -2.2 | -1.3 | 0.1 | 1.9
- Cc1ccc(S(=O)(=O)N2CCCCC2CCNC(=O)C(=O)NCCc2ccco2)cc1 (stereo not drawn)
  -1.6 | -0.1 | -5.0 | 3.6 | -11.6 | -1.3 | -0.9 | -6.1 | -1.1 | -2.0 | -2.4
- COc1ccc(C(C(=O)NC2CCCCC2)N(CC2CCCO2)C(=O)CNC(=O)c2ccco2)cc1 (stereo not drawn)
  -0.5 | 1.1 | 0.6 | -1.1 | 0.1 | -0.8 | -0.9 | -0.3 | -0.4 | 1.7 | 1.4
- Cc1ccc(C)c(-n2c(-c3csc(C)c3C)n[nH]c2=S)c1
  -2.5 | 0.9 | -0.9 | 1.6 | 14.4 | -1.2 | -2.0 | -1.1 | -2.2 | -3.4 | 1.5
- CCOC(=O)C1(C)CCN1C(=O)c1ccc(OC)cc1 (stereo not drawn)
  1.6 | -2.4 | -5.3 | -4.2 | -2.2 | . | 3.7 | 0.9 | -1.6 | -0.8 | -1.0
- CCN(CC(=O)N1CCCCC1)S(=O)(=O)c1ccccc1
  -1.5 | -2.9 | -4.3 | -0.6 | 8.0 | 0.3 | -1.2 | 0.2 | 0.2 | -0.7 | 2.4
- Cc1ccc2cc(NC(=O)C3(C)CCN3CC(C)C)ccc2n1 (stereo not drawn)
  -2.9 | -0.4 | 2.4 | 0.4 | -1.6 | . | -2.7 | 1.0 | -1.1 | -1.7 | 1.1
- Cc1ccc(S(=O)(=O)NCCc2ccncc2)cc1
  -1.2 | -1.5 | 2.6 | -1.5 | -0.8 | 1.9 | 1.5 | 0.5 | -1.2 | -1.9 | 1.1
- Cc1ccc(C)c(-c2nnc(NC(=O)COc3ccccc3)o2)c1
  -0.9 | 1.2 | -2.5 | -4.0 | 6.9 | -0.9 | 1.4 | -1.6 | -1.5 | -2.0 | 0.6
- CCOC(=O)N1CCN(c2nc3ccc(C(=O)c4ccccc4)cc3n3cnnc23)CC1
  2.4 | -1.2 | -9.5 | 1.4 | 0.5 | -1.7 | 2.5 | 0.2 | -1.2 | -1.5 | -0.4
- CCCCCCN1C[C@H](O)[C@@H](n2cc(COC(=O)c3ccccc3)nn2)C[C@@H]1c1ccc(Cl)cc1
  -0.3 | -0.1 | -1.7 | -3.7 | -9.0 | 1.1 | -1.4 | 3.0 | -0.8 | 0.3 | 1.0
- CCc1nnc(NC(=O)COC(=O)c2cc(OC)cc(OC)c2)s1
  -0.9 | -0.8 | 0.2 | 3.0 | -1.6 | -0.2 | -0.5 | -0.7 | -0.8 | -0.1 | -1.2
- CC(=O)/C=C(\C)Nc1c(C)n(C)n(-c2ccccc2)c1=O
  -3.1 | -0.5 | 0.2 | 9.6 | 2.9 | 0.6 | -1.2 | 0.6 | -1.8 | -0.7 | 0.1
- COCc1nnc(NC(=O)CCC2CCCCC2)s1
  0.0 | 0.6 | -1.1 | -3.3 | 3.7 | 1.3 | 2.4 | 0.0 | -1.3 | -2.2 | 1.2
- CC1(C(=O)NC2CCCCC2)CCC(=O)N1Cc1cccnc1 (stereo not drawn)
  -4.3 | 0.0 | 2.6 | -3.6 | 3.2 | 0.5 | 1.6 | 0.7 | -1.0 | 1.0 | 0.1
- COc1ccccc1OCCCC(=O)Nc1ccc2c(c1)OCCO2
  2.9 | -3.1 | -1.1 | 0.8 | -8.0 | 0.0 | 0.1 | -0.5 | -0.5 | -3.1 | -1.2

Looked up above:
hgDAF-12 ag, CCc1nnc(NC(=O)COC(=O)c2cc(OC)cc(OC)c2)s1 = -0.5
NR1D1 modulator, COc1ccc(-c2[nH]ncc2CN(C)Cc2c(C)n[nH]c2C)c(OC)c1 = -4.3

(list continues)
Value order – SMARCA2 act | PG9 binder | PLC-beta3 inh | NR1D1 modulator | HGIII-sPLA2 inh | DAX1 inh-1 | hgDAF-12 ag | DAX1 inh-2 | ssDAF12 agonist | hcDAF-12 act | FXN GAA850 act
- O=C(Oc1nsnc1N1CCOCC1)N1CCCCC1
  4.2 | 0.7 | 5.7 | 11.0 | 2.1 | -0.9 | -1.9 | -0.8 | -1.9 | 2.0 | 3.1
- CN(CC(=O)Nc1ccc(Cl)c(Cl)c1)C(=O)c1cccc2cccnc12
  -0.5 | 0.4 | -16.0 | -7.5 | -8.5 | -0.2 | -1.3 | -1.2 | -1.2 | -0.6 | 3.6
- COc1ccccc1CCC(=O)OCC(=O)Nc1ccc2[nH]c(=O)[nH]c2c1
  -2.7 | 0.6 | -7.7 | -1.4 | 3.3 | -0.9 | 1.6 | 1.6 | -0.9 | 1.4 | -0.6
- CCOC(=O)C1(CCc2ccccc2)CCN(C(=O)CCc2cnn(C)c2)CC1
  3.4 | -0.9 | 1.8 | 0.0 | 0.8 | -0.6 | -2.0 | -0.5 | -0.7 | -2.0 | 3.0
- Cc1ccc2[nH]c3c(=O)n(Cc4ccncc4)cnc3c2c1
  -0.3 | 2.8 | -7.7 | -0.9 | 1.5 | 0.8 | 1.4 | 0.5 | -0.6 | -1.9 | 0.8
- O=C(Cc1ccc([N+](=O)[O-])cc1)N1CCN(c2ccc([N+](=O)[O-])cc2)CC1
  -3.2 | 0.0 | -4.8 | -3.2 | -2.3 | -1.8 | 1.5 | -1.0 | -1.0 | -2.0 | 0.6
- COC(=O)c1sc(=S)n(Cc2ccccc2)c1C
  -3.0 | -0.7 | -7.0 | 5.8 | 1.6 | 12.4* | 1.4 | 0.1 | -0.8 | -0.7 | -1.8
- O=C(OCc1cc2ccccc2[nH]c1=O)c1cccc([N+](=O)[O-])c1
  -1.4 | -0.1 | -6.1 | 2.9 | 1.9 | 2.0 | 2.5 | -0.1 | -0.8 | -0.8 | 0.1
- Cc1cccc(N/N=C/c2ccc(O)c(O)c2O)c1
  -1.0 | 1.0 | -16.3 | 3.1 | 11.1 | 0.1 | 0.8 | 0.2 | -1.3 | 1.6 | 1.6
- CCOC(=O)c1ccccc1OC(=O)Oc1ccccc1C(=O)OCC
  2.8 | -3.2 | 2.6 | 3.8 | -2.0 | -0.4 | -3.1 | -1.5 | -1.5 | 0.1 | -0.1
- O=C(c1ccccc1)N1CCN(C(=O)c2cc3ccccc3o2)CC1
  4.2 | 0.8 | 2.4 | -5.6 | -0.1 | -1.1 | -0.3 | -0.4 | -0.7 | 0.5 | -1.3
- Cc1ccc(NC(=O)C(=O)NC2CCCCC2)cc1
  5.8 | -0.1 | 0.8 | 2.3 | 2.8 | 1.4 | 4.8 | 2.3 | -0.6 | 2.0 | 3.1
- CCOC(=O)NC1(NCC(C)C)Oc2ccccc2O1
  -1.3 | -2.4 | -3.1 | -4.0 | -0.6 | 4.4* | -1.0 | 0.2 | -1.0 | -0.2 | 3.3
- O=C(c1nc[nH]c1C(=O)N1CCc2ccccc2C1)N1CCc2ccccc2C1
  -0.6 | -0.4 | 0.3 | 0.9 | -1.4 | -0.9 | -2.7 | 0.5 | -1.3 | -1.6 | -1.7
- Cc1ccc(S(=O)(=O)N2CCC(C(=O)NCCC3=CCCCC3)CC2)c(C)c1
  -0.1 | -0.1 | -4.3 | -1.7 | -13.7 | 0.5 | -2.1 | -1.7 | -1.0 | 1.3 | -1.3
- COc1ccc(C(=O)NC(=S)N2CCCCC2)cc1
  0.1 | 2.4 | 2.0 | -1.6 | 5.6 | 0.2 | 4.4 | 1.6 | -0.7 | 1.3 | 4.5
- CN(C(=O)c1cccc(NC(=O)Cc2ccc(NC(=O)C3CCN(C(=O)C4CCC4)CC3)cc2)c1)C1CCCCC1
  -1.2 | -0.3 | 1.7 | -0.2 | -18.4 | 0.4 | 1.0 | -0.8 | -1.1 | 1.6 | -0.8
